Bioassay records (PubChem)
GLP1R cytotox – cytotoxic in the GLP-1 receptor inverse agonist counter-screen. HEK293 cAMP-luciferase reporter cells, luminescence, 24 h. Potency, µM (doses to about 38.3 µM), for the others: top-dose activity change, negative = inhibition, actives largely listed as inhibitors. 410,000 compounds, 0.13% hits;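 also: loss of luciferase light is scored as toxicity; potency is read from the fitted curve at half-maximal effect; % is scaled to controls: 0 for no effect and ±100 for the full control effect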
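Luminescence readout: signal drop marks cytotoxicity. Plated cells grew 12 h at 37 °C, 5% CO2, received 23 nL compound for 24 h, then got luciferase reagent, read after 12 min at RT.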
GLP-1R inv ag – GLP-1 receptor (human) inverse agonism | HEK293 GLP-1R CRE-luciferase, luminescence, 24 h; GLP-1R form is constitutively active | Potency, µM (doses to about 38.3 µM), inactives show top-dose activity change, negative = inhibition, hits mostly inhibitors | 410,000 compounds, 1.6% hits; also: potency is read from the fitted curve at half-maximal effect; % is scaled to controls: 0 for no effect and ±100 for the full control effect; nearly all actives have a fitted effect of over 55% in size
Target sequence (P43220 whole entry, looked up): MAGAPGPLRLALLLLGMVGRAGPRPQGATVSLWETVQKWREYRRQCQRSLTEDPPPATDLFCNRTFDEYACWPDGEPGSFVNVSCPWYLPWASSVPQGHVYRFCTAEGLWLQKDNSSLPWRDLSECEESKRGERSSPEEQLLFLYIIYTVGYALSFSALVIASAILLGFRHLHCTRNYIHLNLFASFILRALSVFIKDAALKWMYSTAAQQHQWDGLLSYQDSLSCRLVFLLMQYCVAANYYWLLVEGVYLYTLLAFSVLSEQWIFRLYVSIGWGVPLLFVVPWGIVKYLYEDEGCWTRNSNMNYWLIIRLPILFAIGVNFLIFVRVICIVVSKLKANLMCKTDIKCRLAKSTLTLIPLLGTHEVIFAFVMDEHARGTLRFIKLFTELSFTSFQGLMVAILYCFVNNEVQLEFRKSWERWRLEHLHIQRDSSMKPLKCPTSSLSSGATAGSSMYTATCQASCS
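qHTS in 1536-well format: reporter HEK293 cells expressing constitutive GLP-1R activity in DMEM + 10% Nu serum, 24 hr with compounds at 37 deg C, luminescence read after 12 min with detection reagent.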
FUS suppressor – suppressors of FUS proteinopathy in yeast. S. cerevisiae FUS-expressing, growth rescue, OD600, 24 h. Potency, µM (doses to about 76.6 µM), inactives show at the highest dose growth rescue (activation), hits mostly activators. 390,000 compounds, 0.24% hits;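 also: potency is read from the fitted curve at half-maximal effect; plate controls were DMSO vehicle for no effect and reference control for full effect; nearly all actives have a fitted effect of over 55% in size; some results filed as inactive show a strong effect at the top dose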
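S. cerevisiae expressing FUS from galactose induction served as the toxicity model. Growth after 24hr at 30C, read as absorbance at 600 nm, indicates suppression of toxicity; compounds dosed at several concentrations.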
Abeta yeast res – compounds reversing amyloid beta toxicity in yeast | Potency, µM (series often up to 46.1 µM), inactives show at the top dose growth rescue, most hits filed as activators | 410,000 compounds, 0.063% hits | yeast expressing A-beta42, growth rescue, OD600, 48 h; response scale: 0% DMSO, 100% iron-clioquinol control | AID 1347071; also: potency is read from the fitted curve at half-maximal effect; nearly all actives have a fitted effect of over 55% in size
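Growth rescue measured by 600 nm absorbance after 48 h yeast culture at 30 C with compound. Values normalized between DMSO and an equimolar ferric chloride plus clioquinol control.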
PTHR1 agonist – activates the human parathyroid hormone receptor PTHR1; HEK293 GP2 PTHR1 cells, GloSensor cAMP luminescence, 1 h; Potency, µM (series often up to 115 µM), without a hit: top-dose activation, usual class: activators; Q03431; 410,000 compounds, 0.075% hits; also: potency is read from the fitted curve at half-maximal effect; nearly all actives have a fitted effect of over 55% in size; some results filed as inactive show a strong effect at the top dose; inactives centre near -15; many of its hits are not listed in these tables
Target sequence (Q03431 whole entry, looked up): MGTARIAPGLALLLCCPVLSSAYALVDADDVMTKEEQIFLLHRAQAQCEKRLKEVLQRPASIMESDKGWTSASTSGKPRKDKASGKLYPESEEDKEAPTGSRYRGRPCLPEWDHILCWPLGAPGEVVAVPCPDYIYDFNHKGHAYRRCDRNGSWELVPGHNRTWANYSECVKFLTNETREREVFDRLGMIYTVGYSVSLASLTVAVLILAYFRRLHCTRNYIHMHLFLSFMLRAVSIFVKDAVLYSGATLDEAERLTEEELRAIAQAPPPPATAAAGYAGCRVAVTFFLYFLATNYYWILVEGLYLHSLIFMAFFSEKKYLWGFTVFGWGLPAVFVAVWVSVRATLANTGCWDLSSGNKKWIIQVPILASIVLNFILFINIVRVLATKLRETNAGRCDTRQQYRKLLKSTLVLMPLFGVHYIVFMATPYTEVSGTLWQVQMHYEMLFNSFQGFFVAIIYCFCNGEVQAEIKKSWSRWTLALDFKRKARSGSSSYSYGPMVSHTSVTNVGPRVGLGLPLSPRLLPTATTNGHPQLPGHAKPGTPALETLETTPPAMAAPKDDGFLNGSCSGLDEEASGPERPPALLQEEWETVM
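HEK-293-derived GP2 cells expressing PTHR1 and a GloSensor cAMP reporter, 3,000/well, plated overnight, given luciferin plus IBMX (each 0.5 mM as added) for 1 h at 37 °C, then compound for 1 h at 37 °C. Luminescence was read after 15 min at room temperature.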
MmCpn inh – M. maripaludis TRiC chaperonin inhibition. purified Mm-Cpn ATPase, ADP Transcreener TR-FRET. Potency, µM (doses to about 76.9 µM), inactives show at the top dose activity, negative = inhibition, hits mostly inhibitors. 330,000 compounds, 0.031% hits. AID 504842; also: potency is read from the fitted curve at half-maximal effect; % is scaled to controls: 0 for no effect and ±100 for the full control effect; nearly all actives have a fitted effect of over 80% in size
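ATPase read-out: TR-FRET ADP immunoassay (anti-ADP Eu cryptate vs ADP-d2), ex 320 nm, em 590/665 nm; signal drops as ADP forms. Enzyme 25 nM, ATP 10 uM, 30 min at 37°C after 10 min compound preincubation.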
aSyn yeast inh – alpha-synuclein toxicity inhibition in yeast. Yeast expressing alpha-synuclein, growth rescue, BacTiter-Glo, 24 h. Potency, µM (highest dose often 46.1 µM), for the others: top-dose growth rescue (activation), usual class: activators. 370,000 compounds, 0.14% hits; also: potency is read from the fitted curve at half-maximal effect; % of control where 0% means no effect; nearly all actives have a fitted effect of over 65% in size
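Readout is rescue of growth in alpha-synuclein-expressing yeast, so inhibitors of toxicity appear as activators. Growth after 24 hr at 30 deg C in galactose medium is quantified by luminescence.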
Akt phos inh – blocks phosphorylation of Akt | Neuro2A IGF-stimulated pAkt S473 HTRF, 20 min; hits give low values | 360,000 compounds, 0.32% hits | activity change, % for hits at 50 µM; in the data active = activity change below about -80%; inconclusive = mostly about -51% to -80%; also: % is scaled to controls: 0 for no effect and ±100 for the full control effect
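Neuro2A cells in DMEM with 0.5% FBS, overnight at 37 deg C, given compound at single 50 µM final, then IGF (6 nM final) for 20 min at 37 deg C. Lysed; phospho-Akt Ser473 by HTRF after 24 h, 665/615 ratio.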
TDP43 rescue – TDP-43 toxicity inhibition in yeast. TDP-43 expressing yeast growth rescue, BacTiter-Glo, 24 h. 410,000 compounds, 1.8% hits. Potency, µM (top dose mostly 46.1 µM), inactives show at the top dose growth rescue (activation), actives largely listed as activators; also: potency is read from the fitted curve at half-maximal effect; % of control where 0% means no effect; nearly all actives have a fitted effect of over 50% in size
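Galactose-induced TDP-43 yeast, OD600=0.02, compound pinned; 24 hr, 30 deg C; BacTiter-Glo luminescence for growth. Inhibitors of TDP-43 toxicity read as activators.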
The depositor's hits bear a star; i = inactive; ? = inconclusive; / = not tested or not shown; [ ] = another dose, or the depositor's remark. Unless noted, calls follow the shape of the dose curve; as a rule, active = well fitted curve in the direction sought with a large enough effect; inconclusive = small, poorly fitted or top-dose-only effect, or another doubt; inactive = no such curve, though single readings can be large; an effect the other way counts as inactive or inconclusive. The list is partial; count on the stated rates, not on these rows.

SMILES | GLP1R cytotox | GLP-1R inv ag | FUS suppressor | Abeta yeast res | PTHR1 agonist | MmCpn inh | aSyn yeast inh | Akt phos inh | TDP43 rescue
Cc1cc(Nc2ccc(Cl)cc2)n(-c2ccccc2)n1 | -4% | 2.8µM* | 9% | 3% | -23%[57.5 µM] | 0% | 9% | i | 10µM*
CC1(C(=O)O)CCC(C(=O)Nc2ccc(Cl)c(Cl)c2)C1(C)C (stereo not given) | 0% | 10% | -5% | 6% | -15% | -2% | 2% | i | 11%
Cc1cc(NC(=O)c2ccccc2F)nc2c1c(=O)oc1ccccc12 | 14% | 51%[activator] | 11% | 26% | -15% | -3% | -1% | i | -7%[0.397 µM]
Cc1ccc(OCC(O)CNS(=O)(=O)c2ccccc2C(=O)N2CCCCC2)cc1 (stereo not given) | -21% | ? | 36% | 0% | -6% | 0% | 0% | i | 9%
CC(C)COP(=O)(c1ccc(N(C)C)cc1)C(O)c1ccc(N(C)C)cc1 (stereo not given) | -3% | 5% | 10% | -7% | i | -2% | -5% | i | 5%
O=C(COC(=O)CCc1ccc(S(=O)(=O)N2CCOCC2)cc1)NC1CCCC1 | 63%[activator] | 36%[activator] | / | 4% | -17% | 2% | -1% | i | -7%
CN(C)CCN(C)Cc1ccccc1Sc1cccc2ccccc12 | ? | ? | 23% | -6% | i | -1% | 0% | i | -5%
Cc1cc(C(C)(C)C)cc(C)c1C[n+]1ccc2ccccc2c1 | -8% | ? | 16% | -6% | -29% | -5% | 0% | i | -11%
COc1ccc(CCn2c(=S)[nH]c3ccc(N4CCOCC4)cc3c2=O)cc1OC | 11%[7.66 µM] | 4%[7.66 µM] | 17% | -2% | 0% | 0% | -1% | i | 7%
Cc1cc(Cl)ccc1OCC(=O)N/N=C/c1ccncc1 | -3% | -20% | -20% | -10% | -11% | 1% | 1% | i | -3%

Two of these compounds in a different format:
Values in the order: GLP1R cytotox, GLP-1R inv ag, FUS suppressor, Abeta yeast res, PTHR1 agonist, MmCpn inh, aSyn yeast inh, Akt phos inh, TDP43 rescue
Cc1cc(Cl)ccc1OCC(=O)N/N=C/c1ccncc1
→ -3%, -20%, -20%, -10%, -11%, 1%, 1%, i, -3%
Cc1cc(Nc2ccc(Cl)cc2)n(-c2ccccc2)n1
→ -4%, 2.8µM*, 9%, 3%, -23%[57.5 µM], 0%, 9%, i, 10µM*

Additional records follow.
SMILES | GLP1R cytotox | GLP-1R inv ag | FUS suppressor | Abeta yeast res | PTHR1 agonist | MmCpn inh | aSyn yeast inh | Akt phos inh | TDP43 rescue
O=C(Cc1n[nH]c(=O)[nH]c1=O)N/N=C/c1cccc(Cl)c1 | 5% | 12% | 5% | 3% | -12% | 2% | 5% | i | 11%
O=C(CNS(=O)(=O)c1ccccc1)NCc1ccco1 | 6% | 20% | -13% | -4% | 0% | 0% | -6% | i | -16%
Cc1ccc(NC(=O)c2ccc3[nH]c(C)cc(=O)c3c2)cc1 | 1% | 10% | -22% | -19% | -37%[inhibitor] | / | / | / | 22%[9.22 µM]
Cc1ccc(-n2cc(CN3CCN(Cc4nccn4C)CC3)c(-c3cccc(C)c3)n2)cc1 | -23% | ? | 14% | 4% | i | 1% | 11% | i | -14%[0.397 µM]
COC(=O)c1cn(C(=O)c2cccc(Br)c2)c2ccccc12 | 2% | 56%[activator] | -12% | 6% | i | 2% | 0% | i | 1%
COc1ccc(NC(=O)C(C)N2c3cccc4cccc(c34)S2(=O)=O)cc1OC (stereo not given) | -9% | 10% | 22% | 17% | -20%[57.5 µM] | 1% | 15% | i | -1%
COc1cc(OC)c(NC(=O)c2cn(C3CCCC3)c(=O)c3c2c2ccccc2n3C)cc1Cl | 7% | 11% | -20% | -8% | -11% | / | / | / | 19%
COc1cc(N2C(=O)NC3CC2(C)Oc2ccccc23)cc(OC)c1OC (stereo not given) | -3% | 24% | -4% | 5% | -15% | 1% | 1% | i | 17%
O=C(CC[C@H]1O[C@@H](n2cnc3c(NC(=O)c4ccccc4)ncnc32)[C@H](O)[C@@H]1O)NCc1ccc(OC(F)(F)F)cc1 | 3% | 22% | 12% | -8% | i | / | 1% | i | 7%
CCc1cccc(NC(c2nnc(-c3ccccc3)o2)c2ccc(F)cc2Cl)c1 (stereo not given) | 2% | 6.3µM* | ? | 6% | i | / | / | / | 0%
COc1ccc(CNC(=O)c2cc3ccccn3n2)c(OC)c1 | 1% | -2% | 3% | -14% | -12% | / | / | / | 28%
CC(C)C[C@@H](CO)N1CCN(Cc2ccc(Br)cc2)CCC1=O | 0% | -14% | -6% | 0% | -18% | 2% | 2% | i | 9%
O=C(CN1C(=O)NC2(CCCCCC2)C1=O)N1CCN(c2ccc(F)cc2)CC1 | -4% | 10% | 12% | -14% | -19% | -1% | 1% | i | -20%
COc1ccc(-c2ccc(NS(=O)(=O)c3ccc([N+](=O)[O-])cc3)cc2)nn1 | 2% | -8% | 32% | 17% | 18% | 1% | -1% | i | -2%
NC(=O)c1ccccc1NC(=O)CSc1cn[nH]n1 | -14% | 18% | -35% | -22% | i | -1% | 0% | i | -26%
Cc1ccc(NS(=O)(=O)c2cccc(C(=O)N/N=C/c3c(C)nn(-c4ccccc4)c3N3CCCC3)c2)c(C)c1 | -17% | ? | 18% | -12% | i | -3% | 2% | i | -2%
CCN(CC)S(=O)(=O)c1cccc(C(=O)Nc2cc3oc4ccccc4c3cc2OC)c1 | -12% | ? | / | -10% | i | 0% | -7% | i | -15%
Cc1ccc(NC(=O)Cn2sc3nc(C)cc(C)c3c2=O)c(Cl)c1 | -3% | -20% | 31% | -91%[inhibitor] | i | 1% | -65%[inhibitor] | i | -92%[inhibitor]
O=C(COc1ccccc1)N1CCN(c2nnc(-c3ccccc3)c3ccccc23)CC1 | ? | ? | 40% | -1% | ? | -2% | 10% | i | ?
COc1ccc(C(=O)COC(=O)CCNS(=O)(=O)c2ccccc2)c(OC)c1 | -9% | -14% | 23% | -2% | i | 1% | -9% | i | -8%
CCCn1c(N)c(N(CCOC)C(=O)c2cc(C)cc(C)c2)c(=O)[nH]c1=O | 13% | 1% | -10% | 5% | -14% | -1% | 0% | i | -5%
Cn1c(-c2cccc(F)c2)nc2c1c(=O)[nH]c(=O)n2Cc1ccccc1 | -11% | 14% | -12% | -3% | -4% | 2% | 3% | i | 16%
Cc1ccc(NC(=O)CSc2nnc(C3CC3)n2N)cc1S(=O)(=O)N1CCOCC1 | 9% | 41%[activator] | 21% | -20% | -23% | -2% | 1% | i | 10%
CCC1S/C(=N/N=C/c2ccco2)N(Cc2ccccc2)C1=O (stereo not given) | 12% | ? | 14% | -49%[inhibitor] | i | -3% | 7% | i | -2%
c1ccc2oc(Cc3ccc(Cc4nc5ccccc5o4)cc3)nc2c1 | -4% | ? | 10% | 25% | -17%[57.5 µM] | -1% | -2% | i | 10%
CCOC(=O)c1c(C)[nH]c(C(=O)COC(=O)COc2ccccc2C)c1C | 6% | 17% | 5% | 10% | i | 1% | -3% | i | 1%
O=C(CN1CCOCC1)N1CCc2ccccc2C(c2ccccc2)C1 (stereo not given) | 2% | 1% | -14% | 6% | i | 0% | 7% | i | 10%
CN(C(=O)Cc1noc2ccccc12)c1ccccc1 | 1% | 8% | -9% | -1% | i | 2% | 2% | i | 18%
O=C(NC1CCCCC1)c1ccc2c(c1)N(Cc1ccccc1Cl)C(=O)c1ccccc1S2 | 26% | 0% | 35% | -16% | 8% | / | / | / | 0%
Cc1ccc(CSCCC(=O)NCc2ccc(F)cc2Cl)cc1 | 4% | ? | 22% | 28% | -25% | / | / | / | 22µM*
O=C(Cc1ccc(Cl)cc1)NNC(=S)NC(=O)c1cccnc1 | 7% | 3% | -14% | -7% | -35%[inhibitor] | 1% | 0% | i | 10%
CCCCCCSc1cc(-c2nc3cnccn3c2NCc2ccccc2)ccc1OC | 37%[activator] | ? | ? | -18% | -7% | -3% | 17% | i | 1%
Nc1cc(=O)[nH]c(SCC(=O)Nc2ccc(Br)cc2)n1 | 0% | 15% | 12% | 4% | i | 0% | 1% | i | 7%
COc1ccc(C)c2sc(N(CCN(C)C)C(=O)c3cccc(N4C(=O)CCC4=O)c3)nc12 | 11% | -23% | -2% | 0% | -18% | 2% | 0% | i | 4%
Cc1c(C(=O)NC2CC(C)(C)NC(C)(C)C2)oc2c(Cl)cccc12 | -10% | ? | -6% | -8% | i | / | -1% | i | 0%
O=c1cc(O)c2sc(Nc3cccc(C(F)(F)F)c3)nc2[nH]1 | 23% | 4% | -20% | -1% | i | -4% | 1% | i | 16%
Cc1occc1-c1nnc(SCC(=O)N2CCOCC2)n1CC(C)C | 1% | -1% | -11% | 16% | -7% | 0% | -8% | i | 1%
O=C(CCc1ccc(S(=O)(=O)N2CCOCC2)cc1)NN=C1CCCCCCC1 | -5% | 18% | / | 10% | i | 2% | 6% | i | -3%
NCCCC[C@H]1CN=C(N)N1CCC12CC3CC(CC(C3)C1)C2 | 1% | -10% | -20% | 5% | -24% | 2% | 0% | i | 20%
O=C(Nc1ccccn1)c1ccc2c(c1)OCCO2 | -7% | ? | 25% | -20% | -60%[inhibitor] | 0% | -33%[inhibitor] | i | -29%

Look-ups from the entries so far:
NCCCC[C@H]1CN=C(N)N1CCC12CC3CC(CC(C3)C1)C2 | MmCpn inh: 2%
Cc1c(C(=O)NC2CC(C)(C)NC(C)(C)C2)oc2c(Cl)cccc12 | FUS suppressor: -6%
